# Screens: PubChem, National Center for Advancing Translational Sciences (NCATS)
# GLP-1R agonist = agonists of human GLP-1 receptor. P43220. HEK293 GLP-1R CRE-luciferase, luminescence, 4-6 h; cells express a hypersensitive GLP-1R form. Potency, µM (doses to about 45.6 µM), for the others: at the highest dose activation, most hits filed as activators. 0.007% of 380,000 active. AID 624172; also: potency is read from the fitted curve at half-maximal effect; % of control where 0% means no effect
# PI5P4K alpha inh = PI5P4K alpha (human) kinase inhibition. P48426. PI5P4Kalpha enzyme, ADP-Glo luminescence, 60 min; active compounds read low. max response, %. 1.2% of 330,000 active. AID 652105; active = max response of -50% or lower; inconclusive = between -30% and -50%; inactive = -30% or higher; also: value at the top dose of about 77 µM; % is scaled to controls: 0 for no effect and ±100 for the full control effect
# Target sequence (P48426 whole entry, looked up): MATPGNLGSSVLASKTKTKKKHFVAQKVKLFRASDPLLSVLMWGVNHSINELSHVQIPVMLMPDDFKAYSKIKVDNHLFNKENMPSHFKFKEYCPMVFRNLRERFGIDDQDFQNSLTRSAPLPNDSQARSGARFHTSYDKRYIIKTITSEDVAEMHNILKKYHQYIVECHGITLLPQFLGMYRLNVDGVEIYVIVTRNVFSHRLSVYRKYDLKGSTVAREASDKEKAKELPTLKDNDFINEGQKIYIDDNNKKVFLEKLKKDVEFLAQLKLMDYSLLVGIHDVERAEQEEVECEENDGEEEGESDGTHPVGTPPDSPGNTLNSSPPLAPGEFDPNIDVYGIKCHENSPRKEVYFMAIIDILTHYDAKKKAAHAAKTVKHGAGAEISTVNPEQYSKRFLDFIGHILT
#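 PI5P4Kalpha ADP-Glo assay; 5 microM ATP final; 60 min RT reaction; HEPES pH 7.4/EGTA/CHAPS, 5% DMSO; controls lacking substrate or enzyme; luminescent end-point.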
# HEK293 tox = cytotoxicity counter-screen for GLP-1 receptor inverse agonists. HEK293 cAMP-luciferase reporter cells, luminescence, 24 h. Potency, µM (highest dose often 38.3 µM), inactives show top-dose activity change, negative = inhibition, hits mostly inhibitors. 0.13% of 410,000 active. AID 624418;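 also: loss of luciferase light is scored as toxicity; potency is read from the fitted curve at half-maximal effect; % is scaled to controls: 0 for no effect and ±100 for the full control effect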
#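 MLSMR compounds, 24 hr on cells at 37 deg C/5% CO2; luminescence after luciferase reagent (12 min RT). Inhibition counted as the undesired cytotoxic outcome.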
# IL2 activator = activates IL-2 in a cell-based reporter assay. 0.065% of 360,000 active. activation, % (series mostly up to about 46 µM). IL-2 activation reporter assay, cell-based qHTS; stimulated with anti-CD3/CD4/CD28 beads; in transgenic mouse T cells; in the data active = activation above about 50%; inconclusive = mostly about 30% to 49%; also: 0% is about no effect
#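 Using fluorescent plate cytometry, EGFP and DsRed are detected in transgenic mouse T cells stimulated 18 h at 37 degrees C with antibody-coated beads after 60 min compound pretreatment.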
# EPAC1 antag = antagonists of human EPAC1; O95398; 0.14% of 360,000 active; EPAC1 GEF assay, Rap1b-BODIPY-GDP exchange fluorescence; Potency, µM (highest dose often 115 µM), for inactives: top-dose activity change, negative = inhibition, hits mostly inhibitors; AID 720709;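 also: potency is read from the fitted curve at half-maximal effect; plate controls were vehicle for no effect and positive control for full effect; nearly all actives have a fitted effect of over 50% in size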
# GLP-1R inv ag = inverse agonists of human GLP-1 receptor; HEK293 GLP-1R CRE-luciferase, luminescence, 24 h; GLP-1R form is constitutively active; 1.6% of 410,000 active; P43220; Potency, µM (titrated, usually from 38.3 µM), without a hit: at the highest dose activity change, negative = inhibition, actives largely listed as inhibitors; AID 624417; also: potency is read from the fitted curve at half-maximal effect; % is scaled to controls: 0 for no effect and ±100 for the full control effect; nearly all actives have a fitted effect of over 55% in size
#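 HEK293 cells stably co-expressing constitutively active GLP-1R and a cAMP-responsive luciferase reporter were seeded in DMEM with 10% Nu serum, given compounds after 12 h, and incubated 24 h at 37 deg C. Luminescence was then read.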
# PLK1 PBD block = blocks phosphopeptide binding to human PLK1 polo-box domain. P53350. Plk1 PBD binding of FITC phosphopeptide, fluorescence polarization. Potency, µM, inactives show max response, negative = inhibition, usual class: inhibitors. 2.8% of 360,000 active. AID 720504; also: potency is read from the fitted curve at half-maximal effect; series mostly up to about 57 µM; % is scaled to controls: 0 for no effect and ±100 for the full control effect; nearly all actives have a fitted effect of over 65% in size
# PTHR1 ag = activates the human parathyroid hormone receptor PTHR1 | HEK293 GP2 PTHR1 cells, GloSensor cAMP luminescence, 1 h | Potency, µM (doses to about 115 µM), for inactives: at the top dose activation, usual class: activators | Q03431 | AID 743266 | 0.075% of 410,000 active; also: potency is read from the fitted curve at half-maximal effect; nearly all actives have a fitted effect of over 55% in size; some results filed as inactive show a strong effect at the top dose; inactives centre near -15; many of its hits are not listed in these tables
# Target sequence (Q03431 whole entry, looked up): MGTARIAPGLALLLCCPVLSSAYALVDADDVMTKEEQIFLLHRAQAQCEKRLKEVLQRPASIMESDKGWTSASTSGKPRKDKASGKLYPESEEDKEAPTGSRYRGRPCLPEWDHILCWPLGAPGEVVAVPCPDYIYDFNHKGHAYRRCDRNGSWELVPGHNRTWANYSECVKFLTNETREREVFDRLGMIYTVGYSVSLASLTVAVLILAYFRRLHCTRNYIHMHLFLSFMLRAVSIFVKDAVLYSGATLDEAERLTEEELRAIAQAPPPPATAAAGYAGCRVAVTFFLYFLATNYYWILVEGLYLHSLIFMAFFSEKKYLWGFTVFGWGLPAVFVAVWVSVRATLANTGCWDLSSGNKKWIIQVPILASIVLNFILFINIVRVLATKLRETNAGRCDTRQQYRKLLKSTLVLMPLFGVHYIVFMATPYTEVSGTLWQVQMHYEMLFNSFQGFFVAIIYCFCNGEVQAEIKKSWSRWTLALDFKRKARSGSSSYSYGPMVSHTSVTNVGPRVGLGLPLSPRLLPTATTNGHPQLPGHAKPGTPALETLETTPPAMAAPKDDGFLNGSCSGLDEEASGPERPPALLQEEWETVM
#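 HEK-293-derived GP2 cells expressing PTHR1 and a GloSensor cAMP reporter, 3,000/well, plated overnight, given luciferin plus IBMX (each 0.5 mM as added) for 1 h at 37 °C, then compound for 1 h at 37 °C. Luminescence was read after 15 min at room temperature.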
# EPAC1 agonist = activates human EPAC1 exchange factor; O95398; EPAC1 agonist qHTS, biochemical assay; response scale: 100% = response to 6.5 mM cAMP; Potency, µM (top dose mostly 154 µM), for the others: top-dose activation, actives largely listed as activators; 0.073% of 360,000 active; AID 720707; also: potency is read from the fitted curve at half-maximal effect; nearly all actives have a fitted effect of over 60% in size
#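 Normalized to 6.5 mM cAMP, activity reflects EPAC1-catalysed release of BODIPY-GDP from Rap1B, followed kinetically over 30 min at 480 nm excitation, 540 nm emission. Reaction contained 100 nM EPAC1, 250 nM Rap1B-BODIPY-GDP, 50 uM GDP.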
# Numbers without * were called inactive; i = inactive; ? = inconclusive; · = not tested or not shown; & = joins results of further samples; [ ] = dose if it differs, or a comment. Unless noted, calls follow the shape of the dose curve; as a rule, active = well fitted curve in the direction sought with a large enough effect; inconclusive = small, poorly fitted or top-dose-only effect, or another doubt; inactive = no such curve, though single readings can be large; an effect the other way counts as inactive or inconclusive. Only part of the results is shown; rates above refer to the full screens.
# Order of results: GLP-1R agonist, PI5P4K alpha inh, HEK293 tox, IL2 activator, EPAC1 antag, GLP-1R inv ag, PLK1 PBD block, PTHR1 ag, EPAC1 agonist
> COC[C@@H]1CCCN1c1ccc2c(c1)O[C@@H](COCc1ccccc1)CN([C@H](C)c1ccccc1)S2(=O)=O
 : 0%, 6, 4%, -0.8, -16%, -27%, -19%, 21%, -4%
> Cc1ccc(Cc2nc(-c3ccncc3)no2)cc1
 : 4%, -3, -32%, 11, 0%, -4%, -2%, -8%, 3%
> Cc1ccc(Oc2ccccc2NC(=O)CSCC(=O)Nc2cc(C)on2)cc1
 : 0%, -4, -13%, 0.0, -13%, ?, -1%, -43%, 112µM*
> CCn1c(O)c(N=Nc2ccc(Cl)c(C(=O)O)c2)c2ccccc21
 : 0%, ?, -20%, -2.9, ?, -10%, -20%, i, 6%
> CCCCC1=CC2=CC(=O)C(C)(OC(=O)CC)C(=O)C2=CN1Cc1ccc2c(c1)OCO2 (stereo not given)
 : -4%, -17, 6%, 0.3, -11%, 3%, -22%, -2%, 7%
> C[C@H](CO)N1C[C@H](C)[C@@H](CN(C)Cc2ccncc2)Oc2c(NS(=O)(=O)c3cn(C)cn3)cccc2C1=O
 : -4%, 0, 0%, -0.1, -18%, 13%, -23%, i, 1%
> Cc1ccc(S(=O)(=O)N2CCOCC2)cc1C(=O)N1CCCC1
 : 7%, 0, -10%, 0.5, -17%, 2%, -9%, -75%[inhibitor], 2%
> Cc1cc(S(=O)(=O)NCc2ccc(N3CCN(C)CC3)cc2)c(C)s1
 : 0%, 5, 16%, -5.0, 0%, 2.2µM*, 2%, i, 0%
> CCN(CC)C(=O)CSc1nc2cccnc2n1-c1ccccc1OC
 : -1%, -3, -5%, -0.5, 4%, 39%[activator], ?, i, 6%
> C=CCNC(=S)Nc1c(C(=O)OC)[nH]c2cc(OC)ccc12
 : -3%, 0, -8%, -0.8, -4%, 13%, -18%, i, -1%
> O=[N+]([O-])c1ccc(COc2cccc(CNc3ccc(F)cc3)c2)cc1
 : 4%, 11, -2%, 1.0, -23%, 0%, -9%, -10%, 4%
> O=C(O)C1CCCCC1C(=O)Nc1cccc(C(=O)N2CCCCC2)c1 (stereo not given)
 : 8%, ·, 1%, -1.1, 17%, -15%, -7%, i, -12%
> CC1CCCCC1NS(=O)(=O)c1ccc(S(=O)(=O)NCc2ccncc2)cc1 (stereo not given)
 : 3%, ·, -2%, -1.3, 2%, 7%, -2%, -9%[57.5 µM], -4%
> O=C(c1ccc(S(=O)(=O)Nc2cccc(C(F)(F)F)c2)cc1)N1CCN(c2ccccc2O)CC1
 : 3%, -2, 2%, -5.9, -19%, 10µM*, -9%, -26%, 5%
> Cc1ccc2oc(-c3ccco3)nc2c1
 : 1%, 1, 9%, -0.8, -18%, 3%, -6%, i, 4%
> CCCNC(=O)c1ccccc1NC(=O)CSCc1ccc(OC)cc1
 : -9%, ·, 9%, 0.6, -2%, 6%, -8%, i, 10%
> CCN(C1CCCCC1)S(=O)(=O)CCNC(=O)c1ccc2c(c1)OCO2
 : 7%, 0, -15%, -4.4, 8%, ?, 3%, -17%, -3%
> O=C(NC1CCCc2ccccc21)c1ccccc1Br (stereo not given)
 : -1%, ·, 45%[activator], -0.3, 4%, -12%, -4%, i, 10%
> COc1ccc(CC(=O)N(Cc2cc3cc(OC)ccc3[nH]c2=O)C(C)C)cc1
 : 13%, 0, -4%, -0.7, -8%, 2%, -2%, -18%, -1%
> CCNC(=O)C1(C)CCN(C(=O)c2cc(F)cc(F)c2)C1 (stereo not given)
 : 5%, -6, 2%, 0.0, 2%, 18%, -5%, i, 0%
> Cc1ccc(NC(=O)C2(C)CCN2C(=O)C2CCCCC2)cc1C (stereo not given)
 : 6%, 5, 3%, 0.8, -8%, -16%, -10%, -17%, -20%
> Cc1cc(=O)c2ccccc2s1
 : 0%, ·, 14%, -1.1, -5%, 5%, -8%, 16%, 3%
> Cc1nnc(NC(=O)COc2ccccc2)s1
 : 0%, ·, -28%, -2.0, 17%, 3%, -1%, i, -3%
> Cc1c(C(=O)N2CCN(CC(=O)Nc3ccccc3Cl)CC2)oc2ccc(Br)cc12
 : -5%, 9, 3%, 0.5, 4%, 10%, -6%, -26%, 4%
> Cc1nc(N)c(C#N)c(-c2ccc3c(c2)OCO3)c1C
 : 23%, 0, 5%, 0.5, -2%, 68%[activator], 0%, i, 0%
> C=CCN1CCN(C(CCC)c2nnnn2Cc2ccco2)CC1 (stereo not given)
 : -3%, -2, 2%, -0.5, 10%, ?, 5%, i, 10%
> Nc1ccccc1C(=O)N1CCC(O)(c2ccc(Cl)cc2)CC1
 : 5%, 8, 8%, 0.5, 5%, 2%, 1%, -24%, 19%
> CCOC(=O)/C=C(\C)Sc1cc(=O)oc2ccccc12
 : -11%, -2, ?, 0.8, 0%, ?, -26%, -9%[57.5 µM], 0%
> COc1ccc(C(C)NC(=O)C23CC4CC(CC(C4)C2)C3)cc1OC (stereo not given)
 : 7%, -1, 1%, 0.6, 5%, 16%, -8%, -1%, 4%
> Cn1c(SCc2ccccc2)nc2c1c(=O)[nH]c(=O)n2C
 : -3%, 4, 4%, -0.6, 0%, 36%[activator], -25%, i, 1%

# 10 neighbouring records from above:
# Order of results: GLP-1R agonist, PI5P4K alpha inh, HEK293 tox, IL2 activator, EPAC1 antag, GLP-1R inv ag, PLK1 PBD block, PTHR1 ag, EPAC1 agonist
> COC[C@@H]1CCCN1c1ccc2c(c1)O[C@@H](COCc1ccccc1)CN([C@H](C)c1ccccc1)S2(=O)=O
 : 0%, 6, 4%, -0.8, -16%, -27%, -19%, 21%, -4%
> Cc1ccc(Cc2nc(-c3ccncc3)no2)cc1
 : 4%, -3, -32%, 11, 0%, -4%, -2%, -8%, 3%
> Cc1ccc(Oc2ccccc2NC(=O)CSCC(=O)Nc2cc(C)on2)cc1
 : 0%, -4, -13%, 0.0, -13%, ?, -1%, -43%, 112µM*
> CCn1c(O)c(N=Nc2ccc(Cl)c(C(=O)O)c2)c2ccccc21
 : 0%, ?, -20%, -2.9, ?, -10%, -20%, i, 6%
> CCCCC1=CC2=CC(=O)C(C)(OC(=O)CC)C(=O)C2=CN1Cc1ccc2c(c1)OCO2 (stereo not given)
 : -4%, -17, 6%, 0.3, -11%, 3%, -22%, -2%, 7%
> C[C@H](CO)N1C[C@H](C)[C@@H](CN(C)Cc2ccncc2)Oc2c(NS(=O)(=O)c3cn(C)cn3)cccc2C1=O
 : -4%, 0, 0%, -0.1, -18%, 13%, -23%, i, 1%
> Cc1ccc(S(=O)(=O)N2CCOCC2)cc1C(=O)N1CCCC1
 : 7%, 0, -10%, 0.5, -17%, 2%, -9%, -75%[inhibitor], 2%
> Cc1cc(S(=O)(=O)NCc2ccc(N3CCN(C)CC3)cc2)c(C)s1
 : 0%, 5, 16%, -5.0, 0%, 2.2µM*, 2%, i, 0%
> CCN(CC)C(=O)CSc1nc2cccnc2n1-c1ccccc1OC
 : -1%, -3, -5%, -0.5, 4%, 39%[activator], ?, i, 6%
> C=CCNC(=S)Nc1c(C(=O)OC)[nH]c2cc(OC)ccc12
 : -3%, 0, -8%, -0.8, -4%, 13%, -18%, i, -1%

# Additional entries:
# Order of results: GLP-1R agonist, PI5P4K alpha inh, HEK293 tox, IL2 activator, EPAC1 antag, GLP-1R inv ag, PLK1 PBD block, PTHR1 ag, EPAC1 agonist
> CN(C)c1ccc(NC(=O)CCCc2ccccc2)cc1
 : -2%, -16, -20%, -0.2, 2%, ?, -5%, -26%, 7%
> CCOc1cc(-c2noc(N)c2C(=O)OC)cc(OCC)c1OCC
 : 4%, 10, -10%, -0.4, -2%, 9%, -2%, -10%, -8%
> CCNC(=S)NNC(=O)Cn1c(=O)c2c(ncn2CCOC)n(Cc2ccccc2)c1=O
 : 6%, 15, 2%, -4.3, 7%, 11%, -2%, i, 1%
> CCc1c(C)sc(NC(=O)Cn2nc(C)c([N+](=O)[O-])c2C)c1C(N)=O
 : -1%, -58*, -30%, -0.1, 11%, 2%, 6µM*, i, 3%
> Cc1cccn2c(=O)nc(SCC(=O)NCCc3ccccc3)nc12
 : -15%, -5, -7%, -2.7, -14%, 5%, -8%, i, 3%
> Cc1nc(NC(=O)C(Cl)Cl)sc1C(=O)N(C)C
 : -15%, -6, 18%, -0.3, -2%, 20%, ?, i, 6%
> COc1ccccc1C(=O)NC(=O)COC(=O)Cn1[nH]c(=O)c2ccccc2c1=O
 : -11%, 0, -8%, -1.1, 3%, 10%, -7%, i, 8%
> Cc1ccc(S(=O)(=O)Nc2ccc(Nc3nccn4c(-c5ccccc5Oc5ccccc5)cnc34)cc2)cc1
 : -5%, -6, 3%, 0.3, 0%, -9%, -2%, -16%, -2%
> O=C(CSc1nnc(Cn2nnc(-c3ccccc3)n2)n1-c1ccccc1)Nc1ccc(F)cc1
 : 8%, -3, ?, -2.0, 10%, 13%, 2%&5%&-4%, i, 7%
> O=C(NN=C1CCN(Cc2ccccc2)CC1)c1ccccc1O
 : 1%, -16, -4%, -1.0, -4%, 6%, -10%, i, 5%
> O=C(c1ccccc1)N1CCN(c2n[nH]c(=O)[nH]c2=O)CC1
 : -2%, 4, 2%, -0.5, -14%, 8%, -17%, -21%, 9%
> CCN(CC)C(C(=O)NC1CCCCC1)c1ccc(C)cc1 (stereo not given)
 : 6%, 3, 2%, -3.8, 8%, 1%, 0%, -11%, -5%
> COc1cccc(CNc2nc(NC(C)C)nc3ccsc23)c1
 : 0%, ·, -14%, -0.8, -18%, ?, -10%, 6%, -8%
> CNC(=O)c1ccc(NC(=O)c2ccccc2OCc2c(C)noc2C)cc1
 : -2%, -9, -9%, -3.2, 2%, 37%[activator], -4%, 0%, 13%
> Cc1ccc(C2C=CC(C#N)=CN2Cc2ccccc2)cc1 (stereo not given)
 : 11%, 4, -4%, -0.5, 2%, ?, -4%, i, -6%
